Screens (PubChem)
DT40 TDP1 no CPT = qHTS for Inhibitors of human tyrosyl-DNA phosphodiesterase 1 (TDP1): qHTS in cells in absence of CPT; Potency, µM (top dose mostly 46.2 µM), inactives show at the top dose activity change, negative = growth inhibition, usual class: inhibitors; 15% of 420,000 active; DT40 Tdp1-/- hTDP1 cells, no CPT, ATP luminescence, 48 h; active = well fitted inhibition curve with a large enough effect; inconclusive = small, poorly fitted or top-dose-only effect; also: nearly all actives have a fitted effect of over 55% in size
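Growth kinetics read by CellTiter-Glo luminescence after ≥48 hr at 37 °C. Cells: DT40 Tdp1-/- stably carrying human TDP1, 400 per well, compound exposure in the absence of CPT (DMSO vehicle).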
Starred values were filed as active, the others as inactive; u = inconclusive. % is scaled to controls: 0 for no effect and ±100 for the full control effect; potency is read from the fitted curve at half-maximal effect. Not all compounds are listed. The share of hits here may be higher or lower than overall.

SMILES	DT40 TDP1 no CPT
COCCNC(=O)c1ccc(N2CC3CC(C2)c2cccc(=O)n2C3)c(NC(=O)c2ccc(C(C)(C)C)cc2)c1 (configuration not stated)	u
COc1ccc(-c2ccc(C(=O)NCC(C)C)c3occc23)c(C)c1	u
O=C(NNC(=O)c1ccc2ccccc2c1)c1cccc(F)c1	-3%
CCCCNC(=O)C1(C)CCN1C(=O)c1ccccc1Br (configuration not stated)	-5%
N#CC1C(=O)NC(=O)C(C#N)C12CCCC2 (configuration not stated)	4%
O=C(NCc1ccc(Cl)c(Cl)c1)C1CCCC1	-23%
CCCCCCOC(=O)CC1CC(C(C)=O)C1(C)C (configuration not stated)	u
OC(Cc1cccc(Br)c1)c1ncc(-c2ccccc2C(F)(F)F)[nH]1 (configuration not stated)	u
Cc1cccc(NC(=O)CNC(=O)[C@H]2O[C@@H](n3ccc(=O)[nH]c3=O)[C@H](O)[C@@H]2O)c1C	-19%
CS(=O)(=O)Nc1cccc(NC(=O)c2ccc(-c3ccc(F)c(F)c3)c3ccoc23)c1	u
CC1=CC(=NNS(=O)(=O)c2ccc([N+](=O)[O-])cc2)CC(C)(C)C1	-6%
CCc1nc2ccc(C(=O)Nc3ccc4c(c3)OCC(=O)N4)cn2c1N(C)C(=O)Cc1ccccc1	-25%
O=C1OCC(O)=C1Cc1ccccc1	u
Cc1ccc(S(=O)(=O)N2CCN(C(=O)COC(=O)/C=C/c3ccc(C(F)(F)F)cc3)CC2)c(C)c1	u
COc1ccc(CC(N)c2csc(Nc3ccc(C(=O)c4ccccc4)cc3)n2)cc1 (configuration not stated)	9.2µM*
COc1cc(OC)c(OC)cc1/C=C1\C=Cc2ccccc21	u
COC(=O)c1ccc(Cn2cnc3c(N)ncnc32)cc1	5%
CCCNC(=O)c1cc(C2CCCCN2C(=O)CCc2ccccc2)on1 (configuration not stated)	1%
COc1cccc(C(O)c2nc(-c3cccc(C(C)C)c3)cs2)c1 (configuration not stated)	u
O=C(Nc1ccccc1)OCC1CCCO1 (configuration not stated)	-5%
C[C@H]1CN(c2ccc(Br)cc2)C(=O)[C@@H]1CC(=O)Nc1ccc(Br)cc1	u
Cc1ccc(OCC(=O)NNC(=O)c2cc(S(=O)(=O)N(C)C)ccc2N2CCCC2)cc1	-12%
CC(=O)Oc1ccc(N(C(C)=O)S(=O)(=O)c2ccc(C)cc2)c2ccccc12	5.2µM*
COc1ccc(C(O)c2nc(-c3ccc(C)c(C)c3)cs2)cc1 (configuration not stated)	u
CN(C)CCC=C1c2ccccc2C(C)(C)c2ccccc21	u

Further results follow:
SMILES	DT40 TDP1 no CPT
CCCCN(C)C(=O)c1ccc(Nc2nc(C(N)Cc3ccc(C(F)(F)F)cc3)cs2)nc1 (configuration not stated)	12µM*
COC(=O)c1cn(C(=O)c2ccc3c(c2)OCO3)c2ccccc12	16µM*
O=C(NC1CCCCC1)C(C1CC1)N1CCc2ccccc2C1 (configuration not stated)	-8%
CC(=O)N/C(=C/c1ccccc1)c1sc2ccccc2[n+]1CCCCI	11µM*
Cc1c(C(=O)N2CCN(C(C)C)CC2)sc2ncnc(NCc3ccco3)c12	3%
Cc1cc(C)n2c(NCc3ccccc3)c(CC(C)C)nc2n1	23µM*
COc1ccc(OC)c(S(=O)(=O)N2CCCC(C(=O)NC3CC3)C2)c1 (configuration not stated)	u
Oc1ccc2ccc3cccc[n+]3c2c1	-18%
O=C(CCc1ccccc1)Nc1c(F)cccc1F	0%
CCNC(=O)C1(C)CCN(C(=O)c2ccc(OC)cc2)C1 (configuration not stated)	-10%
CC(C)(C)S(=O)N1Cc2cc(CO)ccc2[C@@H]1CCO (some centres not stated)	-17%
CC(C)(C)c1ccc(S(=O)(=O)NC(=O)C2(C)CCN2C(=O)Cc2ccc(Cl)cc2Cl)cc1 (configuration not stated)	-13%
CCC(=O)N1Cc2cc(C(=O)Nc3nccs3)nc(-c3cccc(-c4ccccc4OC)c3)c2[C@H]1CCO	16µM*
COC(=O)c1cccc(C(=O)N2CCc3c(cnc(C)c3CNC(=O)/C=C/c3cccs3)C2)c1	-5%
C[C@@H]1CN([C@@H](C)CO)C(=O)CCCn2nncc2CO[C@H]1CN(C)Cc1cccc2c1OCCCO2	0%
COC(=O)c1ccc2nc(-c3ccco3)c(Cc3ccc(C)cc3)n2c1	u
CC(C)NC(=O)c1cc(C2CCCCN2C(=O)c2ccccc2)on1 (configuration not stated)	-21%
CC(=O)NC(c1ccccc1)c1nc(-c2ccc(Cl)cc2)cs1 (configuration not stated)	u
CC1(C)C2CC[C@]3(C)C(CC=C4[C@@H]5C[C@@](C)(CO)CC[C@]5(C(=O)O)CC[C@]43C)[C@@]2(C)CC[C@@H]1O (some centres not stated)	-5%
OCC1OC(n2cnc3c(N4CCCC4)ncnc32)C(O)C1O (configuration not stated)	u
COC(=O)C1=CN(c2ccc(OC)cc2)C(N)=C(C#N)C1c1ccccc1F (configuration not stated)	13µM*
CC1(C(=O)NS(=O)(=O)c2ccccc2OC(F)(F)F)CCN1C(=O)Cc1ccccc1 (configuration not stated)	-10%
O=C1C=CC(n2cc(F)c(=O)[nH]c2=O)O1 (configuration not stated)	u
OCCCn1c(CCNc2nc(-c3ccc(F)cc3)cs2)nc2cc(C(F)(F)F)ccc21	u
Nc1nc2c(ncn2CCC(CO)CO)c(=O)[nH]1	1.7µM*

Later entries.
SMILES	DT40 TDP1 no CPT
COc1ccc(Br)cc1C=NNS(=O)(=O)c1ccc(C)cc1	7.3µM*
Cc1noc(C)c1NC(=O)N(C)C[C@H]1OCCCC[C@@H](C)Oc2ccc(NC(=O)Nc3ccc(F)cc3)cc2C(=O)N([C@@H](C)CO)C[C@H]1C	18µM*
O=C(CC[C@H]1O[C@@H](n2cnc3c(NC(=O)c4ccccc4)ncnc32)[C@H](O)[C@@H]1O)NCC1CCCCC1	-4%
CN1C(=O)c2ccccc2CC12c1ccccc1C(=O)N2C (configuration not stated)	u
CC(C)CC(N)c1csc(NC(=O)C(c2ccccc2)c2ccccc2)n1 (configuration not stated)	6.5µM*
COC(=O)[C@@]1(C(C)C)N=C(c2cc(OC)c(OC)c(OC)c2)[C@]2(O1)C(=O)N(Cc1ccc(OC)cc1)c1ccc(Br)cc12	1%
CN(CCO)C(=O)c1cn(C2CCN(Cc3cccc(C(F)(F)F)c3)CC2)nn1	-18%
COc1ccccc1Cc1c(-c2cccc(Br)c2)nc2ccc(Cl)cn12	u
O=C1NC[C@H](CCCCN2CCN(CC3CCCCC3)C(=O)C2=O)N(CCc2ccccc2)C1=O	-10%
Cc1ccc(NC(=O)[C@@H]2O[C@H](CO)[C@@H](O)[C@H]2O)cc1C(F)(F)F	-28%
COc1ccccc1-c1cnc(C(O)c2ccccc2)[nH]1 (configuration not stated)	u
O=C(Nc1ccc(C(=O)O)cc1)/C(=C\c1ccc([N+](=O)[O-])cc1)NC(=O)c1ccco1	-5%
COc1ccccc1C(=O)NCC(=O)N(C)Cc1nc2ccccc2c(=O)[nH]1	-1%
COc1ccccc1CNC(=O)C(NC(=O)C1CCCCC1)C(C)C (configuration not stated)	6%
COc1cccc(N2[C@@H](CC(=O)O)c3cc(C(F)(F)F)ccc3S2(=O)=O)c1	-10%
COCOc1ccc(-c2cc(=O)c3c(O)cc(OCOC)cc3o2)cc1	-14%
O=C(OC1CO[C@H]2O[C@@H]1[C@H](OC(=O)c1ccccc1)[C@H]2OC(=O)c1ccccc1)c1ccccc1 (some centres not stated)	-6%
COc1ccccc1S(=O)(=O)N(C)C[C@H]1OCc2cnnn2CCCC(=O)N([C@H](C)CO)C[C@H]1C	-4%
CCCNC(=O)C1(C)CCCN(C(=O)c2ccc(OC)cc2OC)C1 (configuration not stated)	-3%
C#CCN(C[C@@H]1[C@@H](OC(=O)NC2CCCC2)[C@@H](OC(=O)NC2CCCC2)CN(C(=O)OC(C)C)N1C(=O)OC(C)C)S(=O)(=O)c1ccc(C)cc1	21µM*
Cc1ccc2ccccc2c1C(O)c1ncc(-c2ccccc2Cl)[nH]1 (configuration not stated)	u
CN(C)c1ccc(S(=O)(=O)NCC(=O)N2CCN(S(=O)(=O)c3cccc(F)c3)CC2)cc1[N+](=O)[O-]	u
CCCNC(=O)c1cc(C2CCCCN2C(=O)c2cc(C(C)(C)C)nn2C)on1 (configuration not stated)	18µM*
CC(C)CNC(=O)C1(C)CCCN1Cc1ccccc1OC(F)F (configuration not stated)	23µM*
C#CCOCCOCCOCCNc1nc(N2CCN(C(=O)C([C@@H](C)CC)n3cc(C(N)COC(=O)C(F)(F)F)nn3)CC2)nc(N2CCN(C(=O)[C@H](CCCCN)n3cc(C(N)[C@H](C)CC)nn3)CC2)n1 (some centres not stated)	-1%

Part of the list above in a different format:
SMILES | DT40 TDP1 no CPT
O=C1NC[C@H](CCCCN2CCN(CC3CCCCC3)C(=O)C2=O)N(CCc2ccccc2)C1=O | -10%
Cc1ccc(NC(=O)[C@@H]2O[C@H](CO)[C@@H](O)[C@H]2O)cc1C(F)(F)F | -28%
COc1ccccc1-c1cnc(C(O)c2ccccc2)[nH]1 (configuration not stated) | u

5 of these compounds in a different format.
Compound,DT40 TDP1 no CPT
Cc1noc(C)c1NC(=O)N(C)C[C@H]1OCCCC[C@@H](C)Oc2ccc(NC(=O)Nc3ccc(F)cc3)cc2C(=O)N([C@@H](C)CO)C[C@H]1C,18µM*
C#CCOCCOCCOCCNc1nc(N2CCN(C(=O)C([C@@H](C)CC)n3cc(C(N)COC(=O)C(F)(F)F)nn3)CC2)nc(N2CCN(C(=O)[C@H](CCCCN)n3cc(C(N)[C@H](C)CC)nn3)CC2)n1 (some centres not stated),-1%
COC(=O)[C@@]1(C(C)C)N=C(c2cc(OC)c(OC)c(OC)c2)[C@]2(O1)C(=O)N(Cc1ccc(OC)cc1)c1ccc(Br)cc12,1%
COCOc1ccc(-c2cc(=O)c3c(O)cc(OCOC)cc3o2)cc1,-14%
COc1ccccc1Cc1c(-c2cccc(Br)c2)nc2ccc(Cl)cn12,u

An excerpt of these results, field by field.
Cc1ccc(NC(=O)[C@@H]2O[C@H](CO)[C@@H](O)[C@H]2O)cc1C(F)(F)F
  DT40 TDP1 no CPT: -28%
COc1ccccc1-c1cnc(C(O)c2ccccc2)[nH]1 (configuration not stated)
  DT40 TDP1 no CPT: u

Remaining list, next part.
SMILES	DT40 TDP1 no CPT
CC(C)CC1C(=O)N(Cc2cn(CC3CCCCC3)nn2)CCS(=O)(=O)N1Cc1ccc(-c2cccc(CO)c2)cc1 (configuration not stated)	23µM*
COC(=O)/C=C1\OCc2cc(OC)c(OCc3ccccc3)cc21	21µM*
CCS(=O)(=O)N1Cc2cc(C(=O)NCC3CC3)nc(-c3cccc(-c4cccnc4)c3)c2[C@@H]1CCO	26µM*
Cc1c(C(=O)NC2CCCCCC2)sc2ncnc(NCC3CCCO3)c12 (configuration not stated)	u
Cc1cccc(C(=O)NCC2Cc3cc(F)cc(-c4cnccn4)c3O2)n1 (configuration not stated)	u
C=CCN(c1ccccc1OC)S(=O)(=O)c1cccc(C(=O)OCC(=O)c2c(N)n(C)c(=O)n(C)c2=O)c1	18µM*
Cc1ccc(Nc2nc(NCc3cccs3)nc3ccsc23)c(C)c1	9.2µM*
COc1cccc(NC(=O)CN(C)C(=O)/C=C/c2cn(-c3ccccc3)nc2-c2ccc(OC)c(OC)c2)c1	18µM*
Cc1ccccc1C(=O)NC1CC2CCCC(C1)N2Cc1ccccc1Cl (configuration not stated)	u
Cc1cccc(C(=O)NC(C)C2CC3CCC2C3)c1 (configuration not stated)	u
C=C1C=C(C(F)F)n2ncc(C(=O)NCc3ccc(Cl)cc3Cl)c2N1	16µM*
Cc1cccc(Nc2cc(=O)n(C)c(=O)n2C)c1	3%
CCOC(=O)[C@]12CCCC=C1N(Cc1ccco1)C(=O)[C@H](CC(=O)NCc1cccc(C(F)(F)F)c1)C2	18µM*
CC(C)[C@H](NC(=O)c1cccc(CN(Cc2ccccc2)C(=O)c2ccccc2)c1)C(=O)O	1%
CNc1ccc2ncc(-c3ccccc3NC(C)=O)n2n1	-7%
O=C1CCN(Cc2ccc(Cl)cc2Cl)C(=O)N1	-3%
COc1ccccc1-c1ccc2c(c1)O[C@@H](CN(C)C(=O)Nc1cccc(F)c1)[C@H](C)CN([C@H](C)CO)S2(=O)=O	u
O=S(=O)(c1ccccc1)c1nc(-c2cccc(Cl)c2)oc1NCc1ccccc1	26µM*
O=c1[nH]c(=S)[nH]cc1Oc1ccc(Br)cc1Br	-4%
O=Cc1c(-c2ccc(Cl)cc2)oc2ccc(O)cc12	u
CC(=O)N1CCC[C@H]1C(=O)NCC1Cc2cc(F)cc(-c3ccc(F)c(C)c3)c2O1 (some centres not stated)	-23%
CC(=O)NC(c1ccc(F)c(F)c1)c1nc(-c2ccccc2C)cs1 (configuration not stated)	u
COCCNC(=O)C1(C)CCCN(C(=O)c2cccnc2SC)C1 (configuration not stated)	0%
O=C(NCc1ccc(F)cc1)c1cc(C2CCCCN2S(=O)(=O)c2cccs2)on1 (configuration not stated)	u
CC(C)(C)c1ccc(C(=O)C[n+]2ccccc2Cl)cc1	u

(continued)
SMILES	DT40 TDP1 no CPT
CCC1Cc2[nH]c(=S)[nH]c(=O)c2C(c2ccc(Cl)cc2)O1 (configuration not stated)	23%
CCCCN(C)c1c(C)nc2ccc(C(=O)NCc3ccc4c(c3)OCO4)cn12	23µM*
CCC(=O)N1CCCC1(C)C(=O)Nc1ccc(OC(F)F)cc1 (configuration not stated)	-2%
O=C(NCCc1nnc2n1CCN(Cc1ccc(F)c(F)c1)CC2)c1ccoc1	-17%
C[C@@H]1CCCCO[C@@H](CN(C)Cc2ccc3c(c2)OCO3)[C@@H](C)CN([C@H](C)CO)C(=O)c2cc(N(C)C)ccc2O1	-8%
COc1ccc(S(=O)(=O)N[C@H]2CC[C@H](CCNC(=O)c3ccccc3F)O[C@@H]2CO)cc1	-14%

In a second layout: results already given.
COc1ccc(OC)c(S(=O)(=O)N2CCCC(C(=O)NC3CC3)C2)c1 (configuration not stated)
  DT40 TDP1 no CPT: u
Oc1ccc2ccc3cccc[n+]3c2c1
  DT40 TDP1 no CPT: -18%
